Source: PubChem BioAssay (Broad Institute)
ARNT-TACC3 inh = disrupts binding between human ARNT and TACC3 | AID 623870 | inhibition, % at 9.99 µM | Q9Y6A5 | 0.66% of 390,000 active | AlphaScreen His-ARNT PAS-B/GST-TACC3 binding, luminescence; TACC3 fragment carries E629A point mutation;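 active = mean inhibition of replicates at least 50% and at least half of replicates each reaching 50%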;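 also: 0% = complete ARNT plus TACC3 wells and 100% = ARNT alone without TACC3; many hits fall short of the cut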
Cneo AK release = causes C. neoformans cell lysis. adenylate kinase release luminescence, 4 h; normalised: neutral wells 0, clomiphene wells 100. lysis activity, % at 15 µM. 0.2% of 360,000 active;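 active = mean lysis activity across replicates of at least 80%, whatever share of replicates individually reach that level; inactive = mean lysis activity below 80%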
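Test system: log-phase Cryptococcus neoformans yeast cells; Quantity: yeast cell density of 5 × 10^6 cells/mL; Buffer or medium: YPD; Doses: single compound concentration per well; Timing: 4 h at 37 °C static, read 1 h later; Measured by: AK luminescence; Read-out basis: lysis from increased AK signal; Control set: Clomiphene as positive control.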
ERp5 block = blocks human ERp5 reductase activity on insulin; Q15084; ERp5 insulin aggregation, absorbance 650 nm, 90 min; inhibition, % at 9.99 µM; 0.05% of 350,000 active; AID 651711;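 active = mean replicate inhibition above about 25%, with every replicate also reaching it, limit read from the data, passing the limit was not always enough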
Target sequence (Q15084 whole entry, looked up): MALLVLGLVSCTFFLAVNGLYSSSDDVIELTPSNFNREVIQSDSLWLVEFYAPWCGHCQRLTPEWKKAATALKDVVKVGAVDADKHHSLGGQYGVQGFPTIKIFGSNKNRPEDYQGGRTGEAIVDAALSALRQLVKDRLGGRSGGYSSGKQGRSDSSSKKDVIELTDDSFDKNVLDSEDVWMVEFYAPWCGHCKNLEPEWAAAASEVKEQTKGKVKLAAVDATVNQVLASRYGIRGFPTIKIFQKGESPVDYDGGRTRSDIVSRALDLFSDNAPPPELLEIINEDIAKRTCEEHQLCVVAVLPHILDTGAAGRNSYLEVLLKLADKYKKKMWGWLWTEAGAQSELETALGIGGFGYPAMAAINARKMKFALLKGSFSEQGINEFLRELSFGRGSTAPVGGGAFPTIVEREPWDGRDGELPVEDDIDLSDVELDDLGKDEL
miR122 inh = miR-122 inhibition in Huh7 cells; Huh7 miR-122 Renilla luciferase sensor, 48 h; neutral wells = 0, positive control = 100; activation (reporter increase), % at 12.5 µM; 0.3% of 340,000 active;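 active = mean replicate activation score at least 90 and every replicate individually at or above 90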;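 also: higher luciferase means less miR-122 activity so hits act as miR-122 inhibitors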
SIRT5 block = blocks human SIRT5 desuccinylation of peptide. 1.1% of 330,000 active. inhibition, % at 15 µM. Purified SirT5, succinyl-peptide AMC, trypsin-coupled fluorescence. Q9NXA8; in the data active = inhibition above about 15%
Target sequence (Q9NXA8 whole entry, looked up): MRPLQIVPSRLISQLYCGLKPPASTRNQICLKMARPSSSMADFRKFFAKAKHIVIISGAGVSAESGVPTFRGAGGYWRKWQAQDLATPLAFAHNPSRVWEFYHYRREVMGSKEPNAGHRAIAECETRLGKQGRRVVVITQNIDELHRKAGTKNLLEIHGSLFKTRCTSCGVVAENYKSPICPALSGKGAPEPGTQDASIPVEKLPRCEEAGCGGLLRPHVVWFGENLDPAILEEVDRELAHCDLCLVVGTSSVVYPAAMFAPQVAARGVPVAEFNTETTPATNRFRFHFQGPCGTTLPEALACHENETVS
esBAF inh = blocks esBAF chromatin remodeling in mouse ES cells; Bmi1-luciferase knock-in reporter, 24 h; 100% = twice the neutral-well signal; reporter increase, % at 12.5 µM; 2% of 350,000 active; AID 602393; in the data active = activation above about 40%;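 also: 0% = median of the plate's neutral control wells and 100% = double that signal; a rise in the Bmi1 reporter signal indicates esBAF inhibition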
Statin myotox sup = suppressors of simvastatin-induced myotoxicity in C2C12 myotubes. ATP luminescence, 48 h; scaled: DMSO 0, geranylgeraniol control 100. 0.78% of 330,000 active. AID 602340. rescue of ATP level, % at 7.49 µM;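 active = mean ATP rescue above about 67%, or every replicate alone reaching that limit, limit read from the data, passing the limit was not always enough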;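 also: myotubes were challenged with 10 µM simvastatin during compound exposure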
An asterisk follows results filed as active; / = not tested or not shown; [ ] = remark or other dose.

Letters: A = ARNT-TACC3 inh; B = Cneo AK release; C = ERp5 block; D = miR122 inh; E = SIRT5 block; F = esBAF inh; G = Statin myotox sup
1	CCN(Cc1ccncc1)Cc1ccc(OC)c(OC)c1
  A = 7; B = 1; C = 3; D = -3; E = 3; F = -9; G = -3

2	C[C@@H]1CN([C@H](C)CO)C(=O)c2ccccc2-c2ccccc2CO[C@@H]1CN(C)S(=O)(=O)c1ccccc1
  A = -11; B = -1; C = 2; D = /; E = -2; F = 0; G = -26

3	CCOC(=O)C1CCN(c2cc3c(cc2NC(=O)c2ccccc2Cl)n(C)c(=O)n3C)CC1
  A = 5; B = -3; C = 3; D = -6; E = 5; F = 3; G = 1

4	CNC(=S)Nc1cc(C(F)(F)F)ccc1Cl
  A = -2; B = /; C = 1; D = /; E = 1; F = /; G = /

5	Cc1ccc2c(c1)N1C(=O)c3ccccc3C1C1=C(CC(C)(C)CC1=O)N2 (configuration not stated)
  A = -3; B = -2; C = /; D = 1; E = /; F = 0; G = -10

6	Cc1ccc(NC(=O)C2CCN(S(C)(=O)=O)CC2)c(C)c1
  A = 3; B = 0; C = 3; D = 0; E = -2; F = -3; G = -1

7	O=C(CCC(=O)c1cccs1)Nc1nc2ccccc2s1
  A = 5; B = -2; C = 4; D = 0; E = -3; F = /; G = /

8	C[C@@H]1CN([C@H](C)CO)C(=O)c2cc(-c3cccc(C(=O)N(C)C)c3)cnc2O[C@@H]1CN(C)CC1CC1
  A = -10; B = -4; C = 2; D = -1[16.7 µM]; E = 6; F = -5; G = /

9	Cc1csc(NC(=O)C(NC(=O)c2ccccc2F)C(C)C)n1 (configuration not stated)
  A = 4; B = -1; C = 0; D = -15; E = /; F = 12; G = 12

10	CCc1ccc(OCC(=O)NNC(=O)c2cc(S(=O)(=O)N3CCOCC3)ccc2N2CCCC2)cc1
  A = -10; B = -1; C = -4; D = -8; E = -2; F = 2; G = -8

11	Cc1ccc2c(c1C)NC(C)CC2C (configuration not stated)
  A = 4; B = 0; C = /; D = 5; E = /; F = -4; G = -21

12	Cc1ccccc1CN1C(=O)[C@@H]2Cc3c([nH]c4ccccc34)C(C)(C)N2C1=O
  A = 4; B = -2; C = 2; D = /; E = /; F = 17; G = 2

13	CC1(C(=O)NS(=O)(=O)c2ccccc2Cl)CCN1C(=O)C1(c2ccc(Cl)cc2)CCC1 (configuration not stated)
  A = /; B = 1; C = 2; D = 24; E = /; F = -6; G = 2

14	Cc1ccc(C)c(S(=O)(=O)N2CCN(C(=O)CNC(=O)c3sc4ccccc4c3Cl)CC2)c1
  A = 4; B = 0; C = 4; D = /; E = -6; F = -1; G = -95

15	O=C(COC(=O)c1cc([N+](=O)[O-])ccc1N1CCOCC1)c1ccc(Br)cc1
  A = /; B = -2; C = 2; D = -1; E = 5; F = -9; G = 9

Screen by screen, as entered above:
Statin myotox sup, nos. 8 to 14 → /, 12, -8, -21, 2, 2, -95
esBAF inh, nos. 8 to 14 → -5, 12, 2, -4, 17, -6, -1

The list continues:
Letters: A = ARNT-TACC3 inh; B = Cneo AK release; C = ERp5 block; D = miR122 inh; E = SIRT5 block; F = esBAF inh; G = Statin myotox sup
16	COc1ccc(-c2nnc(SC(C(=O)c3c[nH]c4ccccc34)c3ccccc3)n2N)cc1OC (configuration not stated)
  A = 8; B = -1; C = 1; D = -7; E = /; F = /; G = /

17	CCc1nnc(NC(=O)CSc2nnc(-c3cc4ccccc4cc3O)n2CCOC)s1
  A = -4; B = 1; C = /; D = 1; E = /; F = 2; G = -6

18	CN1C(=O)c2cc(NC(=O)c3ccc(F)c(F)c3)ccc2OC[C@H]2O[C@H](CC(=O)N[C@@H]3CCN(Cc4ccccc4)C3)CC[C@@H]21
  A = -7; B = 4; C = 0; D = /; E = -1; F = 5; G = 9

19	COc1ccc(S(=O)(=O)N2CCN(C(=O)NCc3ccc(C)cc3)CC2)cc1
  A = -3; B = 0; C = 0; D = 0; E = -2; F = -1; G = -6

20	Cn1c(N)c(N2CCN(c3ccccc3)CC2)c(=O)[nH]c1=O
  A = /; B = 1; C = 1; D = -4; E = 1; F = -9; G = -5

21	COc1ccc(S(=O)(=O)NCC2CCCN(C(=O)c3cccs3)C2)cc1 (configuration not stated)
  A = -1; B = /; C = 0; D = /; E = -1; F = /; G = /

22	O=[N+]([O-])c1cc(/C=N/n2cnnc2)ccc1N1CCCC1
  A = -23; B = 0; C = 5; D = -2; E = 3; F = -4; G = 16

23	CC(C)C(=O)Nc1ccc2c(c1)C(=O)N(C)[C@@H]1CC[C@H](CC(=O)NCc3ccccc3)O[C@@H]1CO2
  A = -2; B = -1; C = -1; D = 6[16.7 µM]; E = 9; F = -12; G = -1

24	CNC[C@@H]1Oc2ccc(NC(=O)CCN3CCOCC3)cc2CC(=O)N([C@@H](C)CO)C[C@H]1C
  A = -4; B = 3; C = -1; D = 6[16.7 µM]; E = 2; F = -1; G = -24

25	CCOC(=O)c1c(C)[nH]c(C)c1S(=O)(=O)N(C)CC(=O)NCc1cccc(C)c1
  A = 17; B = 0; C = 0; D = -3; E = 1; F = 3; G = 4

26	O=C(N/N=C1\SCC(=O)N1CCc1ccccc1)c1cccs1
  A = -2; B = 1; C = 3; D = -3; E = 4; F = -2; G = -2

27	O=C(Nc1ccc(C(=O)NC2CCCCC2)cc1)c1cccnc1
  A = 2; B = -6; C = 1; D = /; E = -2; F = 6; G = /

28	O=C(COc1ccc(Cl)cc1)N1CCN(c2ncccn2)CC1
  A = -4; B = 9; C = /; D = 1; E = /; F = -5; G = 9

29	COc1cc(C)ccc1S(=O)(=O)NC1CC(C)(C)NC(C)(C)C1
  A = -16; B = 0; C = 1; D = /; E = -7; F = 5; G = -2

30	CN(C)/C=C/C(=O)c1cc(F)cc(C(F)(F)F)c1
  A = 0; B = /; C = -8; D = 1; E = 2; F = -10; G = -9

Molecules from the list above containing a nitro group on carbon:
Letters: A = ARNT-TACC3 inh; B = Cneo AK release; C = ERp5 block; D = miR122 inh; E = SIRT5 block; F = esBAF inh; G = Statin myotox sup
15	O=C(COC(=O)c1cc([N+](=O)[O-])ccc1N1CCOCC1)c1ccc(Br)cc1
  A = /; B = -2; C = 2; D = -1; E = 5; F = -9; G = 9

22	O=[N+]([O-])c1cc(/C=N/n2cnnc2)ccc1N1CCCC1
  A = -23; B = 0; C = 5; D = -2; E = 3; F = -4; G = 16

Remaining list, next part:
Letters: A = ARNT-TACC3 inh; B = Cneo AK release; C = ERp5 block; D = miR122 inh; E = SIRT5 block; F = esBAF inh; G = Statin myotox sup
31	Cn1c(CC(=O)Nc2ccccc2)nnc1SCC(=O)c1ccccc1
  A = 35; B = 0; C = /; D = 6; E = /; F = /; G = /

32	c1ccc2c(N3CCOCC3)nc(-c3ccncc3)nc2c1
  A = 15; B = 8; C = /; D = -4; E = /; F = -3; G = -26

33	COCCN(C(=O)COC(=O)Cc1cccc(OC)c1)c1c(N)n(CC(C)C)c(=O)[nH]c1=O
  A = 0; B = /; C = 2; D = -4; E = -4; F = -8; G = 3

34	C/C=C/c1ccc2c(c1)O[C@H](CN(C)C(=O)c1cccnc1)[C@@H](C)CN([C@@H](C)CO)S2(=O)=O
  A = 3; B = -4; C = 0; D = 15[16.7 µM]; E = -8; F = 1; G = -20

35	COc1ccc(NC(=O)N(C)C[C@@H]2OCCCC[C@H](C)Oc3ccc(NC(=O)CCC(F)(F)F)cc3C(=O)N([C@@H](C)CO)C[C@@H]2C)cc1
  A = -4; B = -2; C = -1; D = 1[16.7 µM]; E = 5; F = 4; G = -15

36	COc1ccc(C2C(C#N)=C(N)OC3=C2C(=O)CC(C)(C)C3)c(OC)c1OC (configuration not stated)
  A = -5; B = 1; C = /; D = -4; E = /; F = -4; G = 5

37	COc1cc(/C=N/NC(=O)c2ccccn2)ccc1OC(=O)c1ccccc1Br
  A = -1; B = -4; C = 6; D = -5; E = -1; F = 10; G = -11

38	Cc1ccc(NC(=O)c2cccc3c2C(=O)N(C2CCCCC2)C3)cc1
  A = -4; B = -2; C = /; D = -3; E = /; F = /; G = /

39	COc1ccc(/C(N)=N/OC(=O)c2ccc(C)c([N+](=O)[O-])c2)cc1OC
  A = -5; B = 5; C = /; D = 2; E = /; F = /; G = /

40	CCOc1ccc(C2C(C#N)=C(N)N(N(C)C)C3=C2C(=O)CC(C)(C)C3)cc1 (configuration not stated)
  A = 6; B = 7; C = 6; D = -3; E = 4; F = -6; G = 1

41	O=c1cc(NC2CCCCCC2)[nH]c(=O)[nH]1
  A = 1; B = 0; C = /; D = -5; E = /; F = 2; G = /

42	CCOc1ccccc1NC(=O)COC(=O)c1nc2nccc(C)n2n1
  A = 2; B = -1; C = -2; D = -3; E = -2; F = -2; G = 2

43	O=C(COc1ccccc1Br)N1CCNC1=O
  A = -16; B = -2; C = -14; D = 3; E = -4; F = -9; G = -3

44	O=S(=O)(c1cccc(F)c1)N1CCN(C(=S)NCc2ccccc2)CC1
  A = -2; B = 3; C = -1; D = -4; E = -3; F = -2; G = 1

45	O=C(Cc1ccncc1)N[C@@H]1CC[C@@H](CCn2cc(-c3ccccc3F)nn2)O[C@H]1CO
  A = -10; B = 46; C = -2; D = -14[16.7 µM]; E = 3; F = -1; G = 2

46	CCOC(=O)C1(Cc2cccc(Cl)c2)CCCN(C(=O)c2cn[nH]c2)C1 (configuration not stated)
  A = 2; B = -1; C = -17; D = /; E = -2; F = 5; G = 3

47	C[C@@H]1CN([C@@H](C)CO)C(=O)c2cc(C#CCN(C)C)cnc2O[C@@H]1CN(C)C(=O)NC1CCCCC1
  A = /; B = -9; C = -2; D = 19[16.7 µM]; E = 5; F = -4; G = 4

48	Cc1ccc(CNC(=O)[C@H]2O[C@@H](n3ccc(N)nc3=O)[C@H](O)[C@@H]2O)o1
  A = /; B = 1; C = 7; D = 0; E = -3; F = 1; G = 10

49	COc1ccc(CCNC(=O)Cc2nn(C)c(=O)c3ccccc23)cc1OC
  A = -3; B = 0; C = /; D = -4; E = /; F = /; G = /

50	N#Cc1c(-c2cccs2)cc(C2CC2)nc1SCC(N)=O
  A = -15; B = 1; C = /; D = 2; E = /; F = -7; G = 5

51	CCc1ccc(OCc2nnc(SCCN3CCOCC3)n2C)cc1
  A = -4; B = 2; C = /; D = 0; E = /; F = 7; G = -1

52	Cc1cc(NC(=O)COC(=O)c2cccc(S(=O)(=O)N3CCOCC3)c2)no1
  A = 2; B = 0; C = /; D = 9; E = /; F = 1; G = 9

53	O=C(C[C@H]1CC[C@H]2[C@@H](COC[C@@H](O)CN2S(=O)(=O)c2ccc(F)cc2)O1)N[C@H]1CCN(Cc2ccccc2)C1
  A = 14; B = 2; C = 1; D = -3[16.7 µM]; E = -4; F = -5; G = -10

54	Cc1nn(C)c(C(=O)NC(=S)Nc2ccccc2O)c1Cl
  A = 15; B = -1; C = -1; D = 14; E = -10; F = -3; G = -2

55	COc1cccc(/C=N/NC(=O)C(=O)NCc2cccnc2)c1
  A = -5; B = 0; C = /; D = 8; E = /; F = -6; G = 4

56	N#CCC(C(=O)c1cccnc1)c1ccccc1 (configuration not stated)
  A = /; B = -2; C = 3; D = /; E = -1; F = /; G = /

57	N#Cc1sc2nc(-c3cccs3)cc(-c3ccc(F)cc3)c2c1N
  A = -8; B = 4; C = /; D = 2; E = /; F = -3; G = -20

58	Cc1ccc(CNS(=O)(=O)c2c(C)[nH]c(=O)[nH]c2=O)cc1
  A = 10; B = 0; C = 1; D = -5; E = -6; F = 4; G = 4

59	O=C(NCc1ccc(Cl)c(Cl)c1)c1cc(C2CCCCN2C(=O)OCCF)on1 (configuration not stated)
  A = /; B = 14; C = 4; D = 4; E = 0; F = 1; G = -5

60	COc1ccc(S(=O)(=O)N(C)C[C@@H]2Oc3ccc(NS(C)(=O)=O)cc3CC(=O)N([C@@H](C)CO)C[C@@H]2C)cc1
  A = -5; B = 52; C = -3; D = 0[16.7 µM]; E = 2; F = 0; G = 0
